TRPV1 agonist – activates the human vanilloid receptor TRPV1 | hit rate 0.19% among 320,000 | TRPV1-expressing cells, Fluo-8 calcium influx, agonist mode | activation, % at 8.33 µM; in the data active = activation above about 80%; inconclusive = between about 30% and that limit; also: 0% is about no effect
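Cells expressing TRPV1 were dye-loaded with Fluo-8 and read kinetically: 10 s baseline, 3 min after compound (agonist portion), then 2 min after EC20 capsaicin (allosteric enhancer portion). Calcium-bound dye fluorescence at 480/520 nm.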
B2AR arrestin – recruits beta-arrestin to the human beta2-adrenergic receptor. P07550. beta-arrestin recruitment to beta2AR, cell-based reporter. Potency, µM (titrated, usually from 46.1 µM), for the others: at the highest dose activation, most hits filed as activators. hit rate 0.02% among 330,000;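 also: potency is read from the fitted curve at half-maximal effect; 0% = DMSO controls and full agonism = EC100 isoproterenol or metaproterenol; nearly all actives have a fitted effect of over 65% in size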
Target sequence (P07550 whole entry, looked up): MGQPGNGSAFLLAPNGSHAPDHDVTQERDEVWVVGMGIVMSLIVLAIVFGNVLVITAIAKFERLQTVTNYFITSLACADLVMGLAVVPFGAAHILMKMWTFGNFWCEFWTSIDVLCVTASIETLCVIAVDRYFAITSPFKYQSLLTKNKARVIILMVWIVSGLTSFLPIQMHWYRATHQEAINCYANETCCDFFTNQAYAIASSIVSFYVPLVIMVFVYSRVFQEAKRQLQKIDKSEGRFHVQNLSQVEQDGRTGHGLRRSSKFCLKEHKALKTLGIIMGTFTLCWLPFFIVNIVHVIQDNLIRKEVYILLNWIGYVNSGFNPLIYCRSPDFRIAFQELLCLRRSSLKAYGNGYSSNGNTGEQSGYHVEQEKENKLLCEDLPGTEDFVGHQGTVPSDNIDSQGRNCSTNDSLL
PTAP TSG101 blk – blocks PTAP/TSG101 interaction to inhibit HIV-1 budding. Potency, µM (titrated, usually from 115 µM), inactives show at the highest dose activity change, negative = inhibition, most hits filed as inhibitors. Fluorescence polarization, FITC-PTAP peptide / Tsg101 binding. 340,000 tested, under 10 active; active = well fitted inhibition curve with a large enough effect in the main read-out, with a control signal flat, not every such curve was filed as active; inconclusive = small, poorly fitted or top-dose-only effect, or effect the other way, or a change in a side signal; inactive = no such curve, though single readings can be large or run the other way; also: potency is read from the fitted curve at half-maximal effect; % of control where 0% means no effect
Target sequence (Q99816 whole entry, looked up): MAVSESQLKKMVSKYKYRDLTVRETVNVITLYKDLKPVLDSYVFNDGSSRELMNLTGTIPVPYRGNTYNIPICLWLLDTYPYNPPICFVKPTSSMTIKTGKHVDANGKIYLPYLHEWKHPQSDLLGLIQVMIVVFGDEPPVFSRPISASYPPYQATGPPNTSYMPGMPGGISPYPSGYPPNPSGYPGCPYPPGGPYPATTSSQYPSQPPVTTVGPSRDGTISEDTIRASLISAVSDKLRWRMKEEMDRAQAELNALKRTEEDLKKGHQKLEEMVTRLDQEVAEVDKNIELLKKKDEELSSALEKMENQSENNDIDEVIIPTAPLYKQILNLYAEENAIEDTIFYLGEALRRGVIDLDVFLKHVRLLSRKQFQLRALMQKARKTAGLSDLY
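Fluorescence polarization binding of Tsg101 binding domain (10 uM final) to FITC-labeled PTAP peptide (50 nM final) in HEPES pH 7.5 buffer with NaCl, Tween 20, EDTA, TCEP. Compounds added before peptide; binding 20 min at RT.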
BRCA1 expr act – activators of BRCA1 expression; MCF7-BRCA1-FFLuc reporter, luminescence, 48 h; response scale: scaled: vehicle 0%, 10 µM genistein 100%; Potency, µM (series often up to 46.1 µM), inactives show at the top dose activation, actives largely listed as activators; hit rate 1.1% among 380,000; AID 624202; also: potency is read from the fitted curve at half-maximal effect; nearly all actives have a fitted effect of over 80% in size; some results filed as inactive show a strong effect at the top dose
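Compounds are tested at multiple concentrations on MCF7 BRCA1-luciferase reporter cells seeded at 2000 per well; after 48 h, a single luminescence end-point is taken and curves fitted to the normalized data.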
Integrin act MD – activators of alpha7 integrin expression for muscular dystrophy. Potency, µM (top dose mostly 38.3 µM), inactives show at the highest dose activation, most hits filed as activators. AID 624291. alpha7betagal myoblasts, beta-gal FDG fluorescence, 48 h. hit rate 0.064% among 350,000;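 also: potency is read from the fitted curve at half-maximal effect; 100% = response of the positive control SU9516; nearly all actives have a fitted effect of over 60% in size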
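alpha7betagal+/- myoblasts (passage 13, 250/well) treated 48 h at 37C with compounds at 1:260 dilution of DMSO stock. Lysed, then beta-galactosidase activity read as FDG fluorescence (ex 480/em 540) after 30 min, with pre-read for autofluorescence.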
A-T KAP1 phos – potential ataxia-telangiectasia treatment; […] A-T fibroblasts, KAP-1 phosphorylation AlphaLISA; neocarzinostatin DNA damage 30 min before lysis; Potency, µM (top dose mostly 57.5 µM), inactives show at the top dose activation, most hits filed as activators; hit rate 0.19% among 320,000; also: potency is read from the fitted curve at half-maximal effect; % of control where 0% means no effect; nearly all actives have a fitted effect of over 45% in size
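ATM-like activity read as KAP-1 phosphorylation via AlphaLISA donor/acceptor antibody pairs after lysis and 6 hr at 25C. Cells were ATM-null patient fibroblasts ([…], hTERT), dosed 60 min, then exposed to the DSB inducer NCS for 30 min.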
p53 reactivation – mutant p53 re-activation in reporter cells | H1299 p53-A138V BP100-luciferase reporter, luminescence, 24 h | Potency, µM (highest dose often 92.2 µM), for the others: top-dose activity change, positive = activation, hits mostly activators | hit rate 0.063% among 320,000 | AID 504706; also: potency is read from the fitted curve at half-maximal effect; % of control where 0% means no effect; nearly all actives have a fitted effect of over 45% in size
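p53-null H1299 cells stably carrying temperature-sensitive p53-A138V and a BP100-luciferase reporter were pinned with compounds (4-point, 1:5 series) and held 24 hrs at 37 deg C. Luminescence was read 10 min after detection reagent.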
TCR activator – activators of T cell receptors. primary human leukocytes, anti-CD3, IL-2 HTRF, 48 h. 330,000 tested, under 10 active. Potency, µM (highest dose often 9.22 µM), without a hit: top-dose activation of IL-2 secretion, usual class: activators; also: % of control where 0% means no effect
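HTRF read-out of IL-2 secretion: europium cryptate donor excited at 320nm, d2 acceptor emission at 665nm. Cells were primary human leukocytes incubated 48 hr with compounds and a-CD3 beads, supplying TCR signal only.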
ELG1 repair inh – ELG1-dependent DNA repair inhibition. hit rate 2.3% among 330,000. HEK293T ELG1-luciferase reporter, luminescence, 16 h; DNA damage induced by 5-fluorouridine. Potency, µM (titrated, usually from 46.1 µM), without a hit: at the highest dose activity change, negative = inhibition, usual class: inhibitors; also: potency is read from the fitted curve at half-maximal effect; % is scaled to controls: 0 for no effect and ±100 for the full control effect; nearly all actives have a fitted effect of over 55% in size
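Reporter activity after DNA damage by 5-fluorouridine is monitored. Compound-treated cells incubate 16 hr at 37 °C, then ONE-Glo is added for 30 min before luminescence reading.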
CXXC DNA block – blocks binding of human MLL CXXC domain to DNA; Q03164; MLL-CXXC / FITC-HOXA9 DNA fluorescence polarization; Potency, µM (series often up to 115 µM), without a hit: at the top dose activity change, negative = inhibition, actives largely listed as inhibitors; hit rate 0.037% among 290,000; active = well fitted inhibition curve with a large enough effect in the polarisation, with a control signal flat, not every such curve was filed as active; inconclusive = small, poorly fitted or top-dose-only effect, or effect the other way, or a change in a side signal; inactive = no such curve, though single readings can be large or run the other way; the % refers to the polarisation; also: potency is read from the fitted curve at half-maximal effect
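Purified MLL-CXXC (added from a 7 uM solution) was preincubated 5 min at ambient with pinned compounds in 50 mM Tris-HCl pH 7.5, 50 mM NaCl, 1 mM DTT, 0.05% BSA. Fluorescein-labeled HOX-A9 DNA (50 nM solution) followed, 30 min, then polarization read.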
Numbers without * were called inactive; ? = inconclusive; . = no result given; [ ] = remark or other dose. Unless noted, calls follow the shape of the dose curve; as a rule, active = well fitted curve in the direction sought with a large enough effect; inconclusive = small, poorly fitted or top-dose-only effect, or another doubt; inactive = no such curve, though single readings can be large; an effect the other way counts as inactive or inconclusive. Outcome played no part in choosing rows; any-hit rate near 3.8%.

Under each structure: TRPV1 agonist, B2AR arrestin, PTAP TSG101 blk, BRCA1 expr act, Integrin act MD, A-T KAP1 phos, p53 reactivation, TCR activator, ELG1 repair inh, CXXC DNA block
Cc1cccc(NC(=O)c2ccc(C(=O)Nc3cccc(C)c3)nc2)c1
  -5, 0.2%, -3%, -31%, -21%, 7%, 5%, 1%[46.1 µM], 2%, 28%
CCOC(=O)c1c(N)sc(C(=O)N2CCOCC2)c1C
  0, 0.1%, 0%, -3%, 8%[7.66 µM], 0%, 8%, 2%[46.1 µM], 1%, 3%
CCCCNC(=O)[C@@H]1CC=C[C@@H]2CCN(C3CC3)C(=O)[C@@H]21
  ., ., -1%, 21%, 7%, ., ., 0%, ., .
CCS(=O)(=O)N1CCC(C(=O)NC2CCCCC2)CC1
  0, -0.1%, 3%, 4%, 22%, -3%, -18%, -11%, 9%, 1%
Cc1ccc(CNC(=O)c2ccc(N3CCC4(CC3)CC(c3cccc(Br)c3)=NO4)c(NC(=O)c3ccc(Cl)c([N+](=O)[O-])c3)c2)cc1
  ., -0.8%, 1%, -3%, -15%, -10%, 2%, 7%, 15%, .
Cc1cccc(C(=O)Nc2cccc(OC(=O)c3cccc(C)c3)c2)c1
  ?, -0.7%, 0%, ?, 3%, 4%, 21%, 1%, ?, 19%
COc1cccc(C2C(C(N)=O)=C(C)Nc3nc(-c4ccccc4Cl)nn32)c1 (centres undefined)
  3, -0.1%, -1%, -17%, 10%, -7%, -6%, 3%, ?, 5%
Cc1cc(C)c(S(=O)(=O)NCc2cn3ccccc3n2)c(C)c1
  1, 0.2%, -3%, -6%, 2%, -12%, -6%, 10%, -11%, 29%
O=C(Nc1ccccc1N1CCCC1)c1cc2ccccc2o1
  5, 0.0%, -1%, -4%, -14%, ?, ?, 6%, ?, 6%
CCOC(=O)C1CCCN(C(=O)CCCOc2cc(=O)n(C)c3ccccc23)C1 (centres undefined)
  -2, 0.2%, -3%, -29%, 0%, 3%, -3%, -3%, ?, -22%
Cc1c(C(=O)OCC2CCCO2)[nH]c2c1C(=O)CC(c1ccc(N(C)C)cc1)C2 (centres undefined)
  4, 0.0%, -3%, -17%, 8%, 0%, -3%, 4%, ?, 0%
Cc1ccc(NC(=O)Nc2ccc3c(c2)nc(C)n3C)cc1
  -3, -0.4%, 0%, 33%, 23%, -3%, 1%, 8%, ?, -8%
CC(C)(C)NC(=O)C(=O)NC(=O)c1c(F)cccc1Cl
  1, -0.2%, 0%, -2%, 18%, 2%, 0%, 1%, -4%, 0%
CC(NC(=O)c1ccc(S(=O)(=O)Nc2ccccc2Cl)cc1)c1ccncc1 (centres undefined)
  ., -0.4%, 2%, -12%, 6%, -1%, -6%, 0%[46.1 µM], 5%, .
CCc1cc(=O)oc2c(C)c(OCC(=O)N3CCCc4ccccc43)ccc12
  12, 0.0%, -4%, -42%, -5%, 1%, -13%, 2%, ?, -1%
CC(=O)OCCn1c(=O)c2cc3c(=O)n(CCOC(C)=O)c(=O)c3cc2c1=O
  -1, 0.1%, -3%, 1%, 21%, 7%, 3%, -1%, 10%, -6%
CC(C(=O)O)N1C(=O)/C(=C/c2cccn2C)SC1=S (centres undefined)
  -3, -0.4%, ?, -16%, 4%, -11%, -5%, 2%[46.1 µM], 12%, 9%
Cc1ccc2nc(C)c(C)nc2c1N
  -3, 0.0%, 1%, 2%, -5%, -5%, -3%, 11%, 21%, 3%
COc1ccc(CCN(Cc2cccs2)S(=O)(=O)c2ccc(S(=O)(=O)N3CCCCCC3)cc2)cc1OC
  1, 0.0%, -1%, -6%, -12%, 4%, -5%, -3%[46.1 µM], 2.9µM*, 16%
CC1CCC2(CC1)N=C(N)Nc1nc3ccccc3n12 (centres undefined)
  -1, -1.1%, -2%, -2%, -66%[inhibitor], 1%, -8%, 5%, -21%, 3%
COc1ccc(-c2csc3nc[nH]c(=O)c23)cc1
  -1, 0.0%, -2%, 47%, 5%, 9%, 14%, 9%, 8%, -1%
Cc1cccc(N(C(=O)CCC(=O)Nc2ccccn2)C(C(=O)NC(C)C)c2ccc(F)cc2)c1 (centres undefined)
  0, -0.5%, -10%, -21%, -11%, 3%, -4%, -7%, -7%, -6%
COc1ccc(Oc2nc3ccccc3nc2C(F)(F)F)cc1
  -1, 0.1%, -3%, -5%, -20%, 1%, 0%, 13%, -1%, -2%
COc1ccc(-c2nc(CN3CCN(Cc4cccc(F)c4)CC3)c(C)o2)cc1
  3, -0.5%, -6%, -47%, 11%, 1%, ., 1%, -9%, -1%
CC(NC(=O)Cc1ccc(-c2ccccc2)cc1)c1ccccc1 (centres undefined)
  4, 0.3%, 4%, -17%, 0%, 8%, -1%, -20%, -13%, 3%
O=C(Nc1ccc(F)cc1)N1CCN(c2ncccn2)CC1
  13, -0.4%, -7%, 13%, 13%, 6%[11.5 µM], 0%, -1%, 15%, 0%
Cc1ccc(S(=O)(=O)CCC(=O)OCC(=O)N(C)c2ccccc2)cc1
  ., ., -3%, 7%, -25%, ., ., -5%, ., .
CN(C)c1ccnc(NCc2ccccc2)c1C#N
  20, -1.2%, -5%, 27%, 0%, ., ?, 3%, ?, -1%
CCOC(=O)Cc1cc(=O)c2c(=O)n(-c3ccccc3)[nH]c2[nH]1
  0, -0.3%, -8%, -35%, 14%, -9%, -18%, 5%, -1%, 5%
O=C(Nc1ccc(Nc2ccccc2)cc1)c1ccc(Br)o1
  20, 0.3%, 0%, ?, 33%, -3%, 32µM*, 3%, ?, 10%
CC(NC(=O)c1ccco1)C(=O)N1CC=C(c2ccccc2)CC1 (centres undefined)
  ., 2.4%, -4%, 8%, 6%, -2%, -4%, 3%, -9%, .
O=C(NCCCl)Nc1ncn[nH]1
  ., ., -6%, -6%, -5%, ., ., -4%, ., .
CCOc1ccc(CC(=O)N/N=C/c2cccnc2)cc1
  -1, 0.2%, -9%, -16%, -27%, 3%, 0%, 1%, 12%, -1%
CCCCN1CNC(=S)N(CCc2ccc(OCC)c(OCC)c2)C1
  -1, -0.1%, -2%, 0%, -12%, 0%, 1%, -2%, -27%, 3%
CCc1ccc(/C=C2\SC(N3CCCC3)=NC2=O)cc1
  ?, 0.7%, 0%, 42%, -2%, 6%, 5%, 2%, -14%, -1%
Cc1ccc(Cn2nnnc2CN2CCC(NC(=O)c3ccc(Br)cc3)CC2)cc1
  10, 0.3%, -7%, -18%, 6%, -3%, -8%, 0%[46.1 µM], 21µM*, -2%
Cc1nc([N+](=O)[O-])cn1-c1nc2ccccn2c1[N+](=O)[O-]
  -1, -1.1%, -2%, -29%, 2%, -2%, 11%, 0%, -5%, -3%
CC(C)(Cc1ccc(O)cc1)NC(=O)CC(=O)N/N=C/c1ccc([N+](=O)[O-])cc1
  4, -0.9%, -2%, -1%, -33%[inhibitor], -5%, -1%, -6%, ?, 2%
CC(=O)NN1C(=O)/C(=C\c2ccc(Cl)cc2)SC1=S
  2, -0.4%, -3%, -13%, -35%, 1%, 0%, 4%, 8%, 1%
O=C(CN1CCOCCOCCOCCOCC1)Nc1ccccc1
  -3, -0.7%, -2%, 1%, 17%, 11%, ?, 6%[46.1 µM], ?, -16%
Cc1ccccc1Oc1ccc(NC(=O)C2CC=CCC2C(=O)O)cc1 (centres undefined)
  0, -2.9%, -3%, -19%, 21%, 1%, -6%, 0%[46.1 µM], -1%, -2%
CCOc1ccc(S(=O)(=O)Nc2cccc(C(=O)N(C)Cc3cccc(OC)c3OC)c2)cc1
  -1, 0.8%, -5%, -19%, 14%, 10%, -16%, 7%, -4%, 5%

Taken from the entries so far (four entries):
Under each structure: TRPV1 agonist, B2AR arrestin, PTAP TSG101 blk, BRCA1 expr act, Integrin act MD, A-T KAP1 phos, p53 reactivation, TCR activator, ELG1 repair inh, CXXC DNA block
CC(=O)NN1C(=O)/C(=C\c2ccc(Cl)cc2)SC1=S
  2, -0.4%, -3%, -13%, -35%, 1%, 0%, 4%, 8%, 1%
O=C(CN1CCOCCOCCOCCOCC1)Nc1ccccc1
  -3, -0.7%, -2%, 1%, 17%, 11%, ?, 6%[46.1 µM], ?, -16%
Cc1ccccc1Oc1ccc(NC(=O)C2CC=CCC2C(=O)O)cc1 (centres undefined)
  0, -2.9%, -3%, -19%, 21%, 1%, -6%, 0%[46.1 µM], -1%, -2%
CCOc1ccc(S(=O)(=O)Nc2cccc(C(=O)N(C)Cc3cccc(OC)c3OC)c2)cc1
  -1, 0.8%, -5%, -19%, 14%, 10%, -16%, 7%, -4%, 5%

Just TCR activator and Integrin act MD (2 entries from above):
molecule | TCR activator | Integrin act MD
CC(NC(=O)c1ccco1)C(=O)N1CC=C(c2ccccc2)CC1 (centres undefined) | 3% | 6%
O=C(NCCCl)Nc1ncn[nH]1 | -4% | -5%
